HT1080 viability: HT1080 cell viability loss – fluorescence readout (AID 620) | cytotoxicity, % at 10 µM; hits with a dose series show EC50 in µM | HT1080 viability, fluorescence; higher % means a stronger effect | 87,000 tested, 0.42% active; in the data active = cytotoxicity above about 50%;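 also: cells exposed to compound overnight then 4 h with Alamar Blue; 0% = vehicle DMSO and 100% = killing control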
Numbers without * were called inactive. Some of the compounds tested; rates above refer to the full screens.

SMILES	HT1080 viability
Cc1ccc(C(C#N)c2ccc3c(C(F)(F)F)cc(C(F)(F)F)nc3n2)cc1 (centres undefined)	-12%
Cc1cc(Oc2ccccc2)nc(SCC(=O)Nc2ccccc2)n1	-13%
O=S(=O)(Nc1cc(Cl)ccn1)c1ccc(Cl)cc1	-11%
O=C(CSc1ncn[nH]1)Nc1ccccc1Sc1ccc(Cl)cc1	42%
O=C(NCc1ccco1)C(c1ccccc1)N(C(=O)Cc1cccs1)c1ccccc1 (centres undefined)	3%
C=CC[N+]1(CC#CCOC(c2ccccc2)c2ccccc2)CCOCC1	-6%
Cc1cc(NS(=O)(=O)c2ccc(NC(=O)C(CC(C)C)N3C(=O)c4ccccc4C3=O)cc2)nc(C)n1 (centres undefined)	-10%
O=C(Nc1ccc(-c2nnc(-c3ccco3)o2)cc1)C(c1ccccc1)c1ccccc1	-9%
CC(=O)N1[C@H](C)C=C[C@]1(Cc1ccccc1)C(=O)NCc1ccccn1	-6%
Cc1ccc(S(=O)(=O)/N=S(\C)CC2CC2(Cl)Cl)cc1 (centres undefined)	4%
CCCCN(CC)c1nc(N)c(C#N)c(CC#N)c1C#N	14%
O=C(COC(=O)Cn1c(C(F)(F)F)nc2ccccc21)Nc1ccc2c(c1)OCCO2	2%
CCC(C)C(=O)Nc1nc(-c2ccc3c(c2)NC(=O)CO3)cs1 (centres undefined)	0%
Cc1ccc(CNC(=O)CC2C(=O)Nc3c2c(=O)n(C)c(=O)n3Cc2ccccc2)cc1 (centres undefined)	7%
Cc1onc(-c2c(Cl)cccc2Cl)c1C(=O)N1CCc2ccccc2C1	-9%

Reprinted at random: 3 entries already listed, in no set order.
SMILES	HT1080 viability
C=CC[N+]1(CC#CCOC(c2ccccc2)c2ccccc2)CCOCC1	-6%
Cc1ccc(S(=O)(=O)/N=S(\C)CC2CC2(Cl)Cl)cc1 (centres undefined)	4%
O=C(CSc1ncn[nH]1)Nc1ccccc1Sc1ccc(Cl)cc1	42%

In the list so far, six have a halogen:
SMILES	HT1080 viability
Cc1ccc(C(C#N)c2ccc3c(C(F)(F)F)cc(C(F)(F)F)nc3n2)cc1 (centres undefined)	-12%
O=S(=O)(Nc1cc(Cl)ccn1)c1ccc(Cl)cc1	-11%
O=C(CSc1ncn[nH]1)Nc1ccccc1Sc1ccc(Cl)cc1	42%
Cc1ccc(S(=O)(=O)/N=S(\C)CC2CC2(Cl)Cl)cc1 (centres undefined)	4%
O=C(COC(=O)Cn1c(C(F)(F)F)nc2ccccc21)Nc1ccc2c(c1)OCCO2	2%
Cc1onc(-c2c(Cl)cccc2Cl)c1C(=O)N1CCc2ccccc2C1	-9%

The results go on:
SMILES	HT1080 viability
N#CC1=C(SCc2ccc(C#N)cc2)N=C(N)C(c2nc(-c3ccccc3)cs2)C12CCCCC2 (centres undefined)	-11%
CCN(CC)S(=O)(=O)c1ccc(C(=O)N2CCCCC2)cc1	-13%
O=C(COc1cccc2ccccc12)Nc1nc2ccccc2[nH]1	16%
CC1=C(C)CC(C(=O)NCC(=O)c2ccccc2)C(C(=O)O)C1 (centres undefined)	-5%
COc1cccc(N(CC(=O)NCCSc2ccc(Cl)cc2)S(C)(=O)=O)c1	7%
Cc1ccc(S(=O)(=O)N(C)c2ccc(C(=O)N3CCCCC3)cc2)cc1	17%
COc1cc(CNCC(C)C)c(Br)cc1OCC(=O)NCc1ccccc1	-15%
CC(C)(C)C(=O)NC1(C(F)(F)F)N=C2SCCN2C1=O (centres undefined)	10%
N#Cc1ccc(C(=O)Nc2ccc(N3CCN(C(=O)c4ccco4)CC3)cc2)c(F)c1	-1%
CC(C)C(OC(=O)c1cccs1)C(=O)NC1CCCCC1 (centres undefined)	-9%
COc1cccc(C(=O)Nc2ccccc2C(=O)N2CCCC2)c1	2%
CCOP(=O)(OCC)C(NCc1ccccc1)c1ccc(Br)cc1 (centres undefined)	-16%
O=C(/C=C/c1ccc(Cl)cc1Cl)c1cccnc1	-12%
Cc1cc(=O)c2cccc(Br)c2[nH]1	-10%
Cc1ccc(Nc2cc(-n3cccn3)ncn2)c(C)c1	-16%
CCOc1ccc(C(=O)N[C@H](C(=O)O)C(C)C)cc1	3%
Cc1cccc(N2CCN(CC(=O)Nc3ccc(-n4cnnn4)cc3)CC2)c1C	0%
CCCCNC(=O)C(c1ccc(OCC(=O)OC)c(C(=O)OC)c1)N(CCc1ccccn1)C(=O)CCCCCN1C(=O)NC(c2ccc(-c3ccccc3)cc2)C(C(=O)OCc2ccccc2)=C1C (centres undefined)	-8%
O=C1C=C(c2ccccc2)C(=O)N1Nc1ccccc1	16%
COc1ccccc1/C=N/Nc1nccnc1Cl	-16%
CC(C)C(NC(=O)CSc1ccc(Cl)cc1)C(C)C	-17%
O=S(=O)(Nc1ccc(Oc2ncccn2)c(Cl)c1)c1ccc(F)cc1	5%
CCOC(=O)c1c(OCC)[nH]c2ccc(O)cc12	27%
Cc1cc(=O)[nH]c(SCC(=O)N2CCCc3ccccc32)n1	6%
Cc1ccc(N(CC(=O)N2CCc3ccccc32)S(=O)(=O)c2cccs2)cc1	-2%
Cc1ccc2nc(/C(C#N)=C\c3ccc(N4CCOCC4)o3)[nH]c2c1	-2%
Cc1ccc(OCC(=O)N2CC3(C)CC2CC(C)(C)C3)cc1 (centres undefined)	-14%
C=CCN=C(NC#N)SCc1ccccc1	0%
Cc1ccc(C23CC4CC(CC(CC(=O)N5CCOCC5)(C4)C2)C3)cc1	-5%
Cc1cc(Cl)ccc1NC(=S)NCc1cccs1	-12%

Arranged by number of heavy atoms (rising): some entries from above.
SMILES	HT1080 viability
CCCCN(CC)c1nc(N)c(C#N)c(CC#N)c1C#N	14%
Cc1ccc(C23CC4CC(CC(CC(=O)N5CCOCC5)(C4)C2)C3)cc1	-5%
Cc1cc(NS(=O)(=O)c2ccc(NC(=O)C(CC(C)C)N3C(=O)c4ccccc4C3=O)cc2)nc(C)n1 (centres undefined)	-10%

Continuation:
SMILES	HT1080 viability
COc1ccc(/C=N/Nc2nc(N3CCCC3)nc(N3CCCC3)n2)cc1O	4%
CCOC(=O)CSc1nc2cc3c(cc2cc1CC)OCCO3	-11%
COC(=O)C1=C(Nc2ccc(C)cc2)C=C(C)C(C(=O)OC)C1c1ccc(F)cc1 (centres undefined)	-6%
Cn1cccc1C(=O)NC(=O)COC(=O)CNS(=O)(=O)c1ccc(Br)cc1	7%
CCOc1cc(S(=O)(=O)NC2CCCCC2)ccc1F	-2%
Cc1ccc(S(=O)(=O)N2C=CC(C(F)(F)F)=NCC2)cc1	-6%
CCCNC(=O)c1oc2ccc3c(c2c1C)C(=O)CC(C)(C)O3	-9%
Cc1ccc(-c2ccc(/C=N/N3C(=O)C4C5C=CC(CC5)C4C3=O)o2)c([N+](=O)[O-])c1 (centres undefined)	-8%
CCCOc1ccc2c(=O)c(N3C(=O)c4ccccc4C3=O)c(C)oc2c1	-14%
CC(Oc1ccc(Cl)cc1Cl)C(=O)Nn1cnnc1 (centres undefined)	4%
COc1cc(OC)c(OC)cc1CN1CCc2ccccc2C1	6%
CCOC(=O)N1CCN(C(=O)CN(c2ccc(OCC)cc2)S(C)(=O)=O)CC1	-4%
N#CCSc1nnc(-c2cnccn2)n1Cc1ccccc1	-2%
CC(C)(C)C(=O)Cn1c(NCCO)nc2ccccc21	3%
Cn1c(N)c(C(=O)COC(=O)c2cc(C3CC3)nc3ccccc23)c(=O)n(C)c1=O	3%

Overlap with the part before: 6 compounds; new compounds follow.
SMILES	HT1080 viability
CC(Oc1ccc(Cl)cc1Cl)C(=O)Nn1cnnc1 (centres undefined)	4%
COc1cc(OC)c(OC)cc1CN1CCc2ccccc2C1	6%
CCOC(=O)N1CCN(C(=O)CN(c2ccc(OCC)cc2)S(C)(=O)=O)CC1	-4%
N#CCSc1nnc(-c2cnccn2)n1Cc1ccccc1	-2%
CC(C)(C)C(=O)Cn1c(NCCO)nc2ccccc21	3%
Cn1c(N)c(C(=O)COC(=O)c2cc(C3CC3)nc3ccccc23)c(=O)n(C)c1=O	3%
COCCCNC(=O)C1CC(=O)N(CCc2ccccc2)C1 (centres undefined)	16%
O=C(CN1C(=O)c2ccccc2C1=O)Nc1ccccc1C(=O)NC1CCCCCC1	1%
CCOC(=O)CC1(c2ccccc2)CCOC(C)(C)C1 (centres undefined)	5%
COc1cccc(-c2cc(C(=O)O)no2)c1	-16%
Cc1cc(C)n2nc(C(=O)Nc3ccc4c(c3)OCO4)cc2n1	22%
Cc1ccc(N(CC(=O)N2CCOCC2)S(=O)(=O)c2ccccc2)cc1	12%
O=S(=O)(CCc1nc2ccccc2s1)c1ccc(Cl)cc1	10%
Cc1nc2nc(SCC(=O)NCCN3CCOCC3)nn2c(C)c1Cc1ccccc1	-2%
COc1cc(S(=O)(=O)Nc2cccc(C(=O)O)c2)c(OC)cc1Cl	18%
COc1ccc(C(c2nnnn2CC2CCCO2)N2CCC(C(N)=O)CC2)cc1 (centres undefined)	-4%
COC(=O)c1ccc(Oc2ccc3nncn3n2)cc1	6%
CC(C)CNc1c(N)c(=O)oc2ccccc12	-7%
COc1ccc(S(=O)(=O)N(C)CC(=O)NCc2cccnc2)cc1Cl	28%
CCOC(=O)c1c(N2C(=O)C3CC(C)=C(C)CC3C2=O)sc(C)c1C (centres undefined)	-18%
CCC1CCCCN1C(=O)COC(=O)c1n[nH]c2ccccc12 (centres undefined)	-2%
O=C(Nc1ccccc1Cl)C1CCN(Cc2cnn(-c3ccccc3)c2-n2cccc2)CC1	-13%
Cc1nn2c(C)c(C(=O)Nc3ccccc3)cnc2c1C#N	1%
CCOC(=O)CN1NC2(CCCCC2)NC1=S	-6%
CC(=O)N1CCCc2cc(S(=O)(=O)Nc3ccc(C)cc3C)ccc21	-11%
COc1ccccc1CNC(=O)c1ccccc1OC	3%
COCCCn1c(=N)c(C(=O)NC2CCCCC2)cc2c(=O)n3ccccc3nc21	-11%
CC(=O)Oc1ccc(N2C(=O)C3C4C=CC(CO)(O4)C3C2=O)cc1 (centres undefined)	-8%
CCN(CC)C(=O)C1CCCN(Cc2ccccc2)C1 (centres undefined)	30%
Cc1csc(SCC(=O)Nc2ncc(Cl)c(C)c2Cl)n1	-7%
C=CCn1c(SCc2nc3ccccc3c(=O)[nH]2)nc2ccccc2c1=O	12%
N#C/C(=C/c1ccc(Sc2nc3ccccc3[nH]2)o1)c1ccccc1F	16%
C=C(C)Cn1c(SCC(=O)O)nnc1-c1ccc(OC)cc1	7%
N#CC1=C(N)Oc2cc3ccccc3cc2C1c1cccnc1 (centres undefined)	48%
Cc1ccc(CSCCNC(=O)c2ccc(Cl)c(S(=O)(=O)N3CCOCC3)c2)cc1	-2%
CN(C)c1ccc(C(=O)c2ccc(O)cc2O)cc1	4%
O=C(CN1C(=O)CSC1=O)N1CCCCC1	4%
COc1ccc(C(=O)Nc2ccc(CN3CCOCC3)cc2)cc1	1%
CCNS(=O)(=O)c1cc(OC)ccc1OC	-10%
CC(C)(C)c1ccc(OCC(=O)Nc2ccc(-c3nc4cccnc4o3)cc2)cc1	-9%
CC(C)OC(=O)CSc1nnc(SCc2cccc3ccccc23)s1	-18%
C/C(=N\Nc1ccc(F)cc1F)c1ccc(F)cc1	-7%
COC(=O)C1C(=O)C2=C(CC1C)NC(C)=C(C(=O)OC(C)C)C2c1ccc(C)o1 (centres undefined)	-4%
Cc1cccc2cc(CN(Cc3ccccc3)C(=O)N3CCOCC3)c3nnnn3c12	5%
Cc1ccc(-n2c(O)c(C=NC3CCS(=O)(=O)C3)c3ccccc3c2=O)cc1C (centres undefined)	8%
CCCCCOC(=O)c1c(N)n(CCOC)c2nc3ccccc3nc12	3%
Cc1cc(Nc2ccccc2)n(CCO)n1	3%
COC(=O)C1=C(CSc2nc3c(cc2C#N)CN(C)CC3)OC(N)=C(C#N)C1c1ccccc1F (centres undefined)	-11%
CN(C(=O)CSC1=Nc2ccccc2C2=NC(c3ccccc3)C(=O)N12)C1CCCCC1 (centres undefined)	-3%
O=C1CC(N2CCCc3ccccc32)C(=O)N1c1ccccc1Cl (centres undefined)	3%
COc1cc(C)nc(N2CCCC(C(=O)Nc3cc(Cl)ccc3OC)C2)n1 (centres undefined)	-1%
CCCC[C@@H]1C[C@H]1C(NC(=O)c1ccc(C(F)(F)F)cc1)c1ccc(C(=O)OC)cc1 (some centres undefined)	-11%
CC(C)(C)c1nn(-c2ccccc2)c2[nH]c(=O)c(CNc3ccc4c(c3)OCCO4)cc12	-8%
COc1cccc(-c2nnc(-c3ccc(C)o3)o2)c1	1%
Cc1cc(C)c(C(=O)C2OC(=O)C(C)(C)C(=O)C2(C)C)c(C)c1 (centres undefined)	-9%
CCOC(=O)CS(=O)(=O)c1ccccc1	-4%
O=C(NCCCn1ccnc1)c1ccc(Br)o1	0%
CC(C)CN(CC(C)C)C(=O)C12CCC(C)(C(=O)O1)C2(C)C (centres undefined)	14%
Clc1ccc2oc(-c3cccnc3)nc2c1	-9%
COC(=O)c1ccc(C(=O)OC)c(NC(=O)COC(=O)C2CCCCC2)c1	-7%
CC(=O)Nc1ccc(S(=O)(=O)Nc2ccc(S(=O)(=O)N3CCCC3)cc2)cc1	-12%
Cc1nc2ccccc2n1CC(=O)OCC(=O)NCCc1ccccc1	0%
COC(=O)c1ccc(C(/C=C/[C@@H](C)C(=O)NCc2ccccc2)NC(=O)OCc2ccccc2)cc1 (some centres undefined)	4%
COC(=O)c1ccc(COC(=O)c2ccc(CS(=O)(=O)c3ccc(C)cc3)cc2)cc1	-18%
Cc1ccc(Cl)cc1N1CCN(CC(=O)Nc2ccc(CN3CCCCC3)cc2)CC1	-5%
CC(C)OCCCNC(=O)c1ccc(CS(=O)(=O)Cc2ccccc2F)o1	16%
CN(C)C(=O)CCCc1nc(-c2ccc(Cl)cc2)no1	-10%
CC(C)CN(CC(C)C)S(=O)(=O)N1CCC(C(=O)NCCc2ccc(Cl)cc2)CC1	-3%
Cc1ccc(NC(=O)CSc2nc(NS(=O)(=O)c3ccc(C)cc3)cc(=O)[nH]2)cc1	7%

High-throughput results deposited in PubChem by Sanford-Burnham Center for Chemical Genomics.
